NALP1 yeast inh – NALP1 inflammasome inhibitors in reconstituted yeast, colorimetric, S. cerevisiae, triplicate retest. S. cerevisiae NALP1/ASC/caspase-1 growth, X-gal OD620, 72 h. inhibition, % at 10 µM. hit rate 0.61% among 280,000. AID 2071, 2009; in the data active = inhibition mostly above about 24%, no sharp cut-off; inactive = mostly below about 32%; also: some compounds called inactive have numbers as strong as hits
SUMO HTRF inh – inhibitors of in vitro SUMOylation cascade, primary screen, biochemical, HTRF, uHTS; AID 2006, 2009; hit rate 0.36% among 290,000; HTRF SUMOylation assay, SAE1/SAE2 + UBC9; inhibition, % at 35 µM; in the data active = inhibition above about 50%, passing the limit was not always enough; also: strong numbers were not always called active
Target sequence (P63279 whole entry, looked up): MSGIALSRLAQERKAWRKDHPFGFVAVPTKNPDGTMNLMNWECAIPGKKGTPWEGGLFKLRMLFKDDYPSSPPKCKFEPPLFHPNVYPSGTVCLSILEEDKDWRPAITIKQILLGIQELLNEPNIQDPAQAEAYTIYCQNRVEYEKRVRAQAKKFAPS
PfM18AAP inh – PfM18AAP inhibitors, malaria aminopeptidase, primary screen, biochemical, QFRET, recombinant enzyme | M18 aspartyl aminopeptidase (Plasmodium falciparum 3D7) | H-Glu-NHMec fluorogenic cleavage | inhibition, % at 7.35 µM | hit rate 1.2% among 290,000;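 active = inhibition above the campaign mean inhibition over all tested compounds plus 3 SD, cut at about 28% in these data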;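 also: 0% = plate median of test compound wells and 100% = 2 mM ZnCl2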
MEKK2mut PB1 HTS – MEK5 binding signal on mutant MEKK2 PB1, primary screen, biochemical, multiplex bead flow cytometry, Alexa488-MEK5; Alexa488-MEK5 binding to MEKK2 mutant; percent response, % at 10 µM; hit rate 0.35% among 290,000; AID 1530, 2009; in the data active = percent response above about 24%, passing the limit was not always enough; also: inactives centre near 1; some results filed as inactive read as strong as hits
NS3 helicase inh – inhibitors of HCV NS3 helicase, primary screen, biochemical, Cy5 molecular beacon fluorescence; Hepatitis C virus NS3 helicase; NS3 helicase DNA unwinding; inhibition, % at 10.9 µM; hit rate 0.56% among 290,000; AID 1800, 2009;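 active = inhibition above the mean of all tested compounds plus 3 SD, set per campaign, cut at about 35% in these data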;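 also: 0% = DMSO wells and 100% = thioflavine S control wells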
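assay system = NS3 helicase fragment of HCV | buffer or medium = MOPS pH 6.5, MgCl2, DTT, Tween20, BSA | timing = 60 min unwinding reaction at 25 °C after ATP addition | signal = Cy5 beacon fluorescence read at start and 1 h | read-out basis = % inhibition of unwinding | control set = low DMSO, high thioflavine S at 110 µM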
VIM-2 inhibitor – VIM-2 metallo-beta-lactamase inhibitors, primary screen, biochemical, epi-absorbance readout, Pseudomonas aeruginosa enzyme | inhibition, % at 5.6 µM | hit rate 0.89% among 290,000 | purified VIM-2, nitrocefin hydrolysis, epi-absorbance fluorescence;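 active = inhibition above the mean of all tested compounds plus 3 SD, cutoff set per screening run, cut at about 7.5% in these data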;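 also: red hydrolysis product quenches plate fluorescence so inhibitors raise well fluorescence; 0% = enzyme with DMSO and 100% = DMSO without enzyme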
IMP-1 inhibitor – IMP-1 metallo-beta-lactamase inhibitors, primary screen, biochemical, epi-absorbance readout, Pseudomonas aeruginosa enzyme; metallo-beta-lactamase IMP-1 (Pseudomonas aeruginosa); purified IMP-1, nitrocefin hydrolysis, epi-absorbance fluorescence; inhibition, % at 5.6 µM; hit rate 0.45% among 290,000;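 active = inhibition above the mean plus 3 SD of all compounds in the same screening run, cut at about 4.5% in these data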;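 also: 0% = IMP-1 with DMSO and 100% = DMSO wells lacking enzyme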
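System: purified IMP-1 / Input: IMP-1 dispensed at 0.2 nM / Medium: 50 mM HEPES pH 7.1, 50 µM ZnSO4, 0.05% Brij 35 / Timing: 15 min enzyme–compound preincubation, then 25 min nitrocefin reaction, 25 °C / Technique: plate fluorescence quenching by hydrolysis product, ex 480/em 530 nm / Repeats: singlicate testing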
MEKK2wt PB1 HTS – modulators of MEK5 binding to wildtype MEKK2, primary screen, biochemical, multiplex bead flow cytometry, Alexa488-MEK5 | Alexa488-MEK5 binding to MEKK2 WT; actives lie on both sides | binding response (% of control), % at 10 µM | hit rate 1.1% among 290,000; in the data active = binding response below about 67% or above about 130%
DNA FID counter – compounds displacing fluorescent DNA intercalator, primary screen, artefact control for HCV NS3 helicase inhibitor project, biochemical, FID fluorescence; DNA fluorescent intercalator displacement; inhibition, % at 7.9 µM; hit rate 0.17% among 290,000; AID 1845, 2009; in the data active = inhibition above about 37%;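 also: 0% = vehicle and 100% = reference compound; higher means more ethidium bromide displaced from hairpin DNA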
Numbers without * were called inactive; . = no result given; [ ] = remark or other dose. Rows are unselected; overall some 4.7% were active at least once.

SMILES	NALP1 yeast inh	SUMO HTRF inh	PfM18AAP inh	MEKK2mut PB1 HTS	NS3 helicase inh	VIM-2 inhibitor	IMP-1 inhibitor	MEKK2wt PB1 HTS	DNA FID counter
COc1ccc(NC2=C(NCCO)C(=O)c3ccccc3C2=O)cc1	30	32	-11	2	3	2.7	-0.8	107	-1
CCCC(=O)Nc1ccc(N2CCN(S(C)(=O)=O)CC2)cc1	14	6	-1	-3	2	-1.4	-1.1	96	9
CC[C@H](C)[C@H](NS(=O)(=O)c1ccc(C)cc1)C(=O)N1CCC(C(=O)N[C@@H](C)C(=O)O)CC1	-3	3	-2	11	6	0.0	-2.4	113	-5
CCCN(CCC)CCCNS(=O)(=O)c1cc(Br)cc2c1N(C(C)=O)CC2	16	11	-1	3	-3	-3.4	-3.8	103	13
CCN(CC)CCC(C)OC(=O)c1ccc(O)cc1O (stereo not drawn)	8	2	0	-10	-7	-0.3	-2.1	89	2
CCCC(=O)N(C1CC(C)C(C#N)(C#N)C1(C#N)C#N)N(C)C (stereo not drawn)	-5	-11	-25	-2	2	-2.5	-5.2	99	0
Cc1ccccc1NC(=O)Cc1nc(CSc2nnc(C3CCCCC3)n2N)cs1	-4	2	4	0	-4	-2.1	-3.3	92	-16
O=C1COc2ccc(C(=O)COC(=O)c3cccnc3Cl)cc2N1	-13	15	-10	-8	-4	2.8	1.4	88	2
COc1ccc(Br)cc1CN1CCN(C(=O)c2cccc(OC)c2OC)CC1	16	-10	20	5	-12	0.0	-1.7	100	-25
COc1ccc(OCC(O)CN2CCCCCC2)cc1 (stereo not drawn)	0	-4	-1	6	-2	-4.4	-2.9	91	3
CCOC(=O)C(=O)N=Nc1c(O)[nH]c2ccccc12	14	-13	2	0	1	-2.0	-2.7	104	-3
CCN(CC)S(=O)(=O)c1cccc(-c2nc3n(n2)Cc2ccccc2-3)c1	3	-10	1	0	-1	-1.7	-2.7	92	-3
CCCCOc1ccc(-c2nnc(-c3ccco3)o2)cc1	2	2	1	1	2	-2.9	-1.0	99	-2
COc1ccc(NC(=O)CSc2nc(-c3ccncc3)nn2CC(=O)N2CCCC2)cc1	9	14	4	-5	-6	-1.9	-1.6	94	-11
COc1cc(/C=C/C(=O)c2ccc(NS(=O)(=O)c3ccc(C)cc3)cc2)cc(OC)c1O	15	-10	22	6	5	-0.6	-3.2	93	-14
CCOc1c(N2CC(C)OC(C)C2)c(=O)c1=O (stereo not drawn)	.	13	2	-3	4	0.0	-1.7	96	2
Cc1sc2nc(SCCO)n(-c3ccccc3)c(=O)c2c1C	-23	6	2	3	1	-1.0	-3.5	104	-18
CC(Sc1nnc2ccccn12)C(N)=O (stereo not drawn)	-8	16	-1	-8	14	4.0	-2.1	96	3
O=C(O)/C=C/c1cccnc1	-6	-9	-5	-3	-2	-3.5	-2.6	100	2
O=C(COc1ccc(Br)cc1)NCCO	6	-3	0	3	-4	-2.5	1.2	109	1
Cc1ccc(C(OCC(O)CNC(CO)C(O)c2ccc([N+](=O)[O-])cc2)c2ccccc2)cc1 (stereo not drawn)	-2	7	-1	12	-79	-1.7	-3.5	113	19
CCOC(=O)C1=C(N)c2ccccc2CC1C1CCCC1 (stereo not drawn)	6	20	-1	-9	4	-0.9	-0.8	88	-11
Cc1cc(C)nc(SCC(=O)N/N=C\C(Br)=C\c2ccccc2)n1	31	8	-6	11	-2	-1.5	-3.8	90	-8
CCN(Cc1ccccc1)C(=O)COC(=O)c1cc(Cl)nc(Cl)c1	-7	21	1	1	-1	-1.5	-2.3	99	-12
CCCOc1ccc(-c2cn3ccccc3n2)cc1	5	13	-4	-3	-8	-1.6	-1.3	101	-7
Next results:
SMILES	NALP1 yeast inh	SUMO HTRF inh	PfM18AAP inh	MEKK2mut PB1 HTS	NS3 helicase inh	VIM-2 inhibitor	IMP-1 inhibitor	MEKK2wt PB1 HTS	DNA FID counter
CC(C)NC(=O)C1CCN(C2CCN(Cc3ccc4cccc(F)c4n3)CC2)CC1	-26	12	-10	-17	14	2.7	0.1	76	12
COc1ccccc1NC(=O)CCN1C(=O)C2C3CCC(C3)C2C1=O (stereo not drawn)	0	7	0	3	4	-2.4	-2.5	101	-5
Cc1ccc(CNC(=O)c2ccccc2N)cc1	1	14	-20	5	-3	-1.1	-0.5	99	1
COc1ccc(S(=O)(=O)Nc2ccccc2C(=O)N2CCCC2)cc1C	18	12	-4	-2	8	0.0	-0.3	104	-23
CCCCC(=O)Nc1ccc(NCc2ccc(C)s2)cc1	15	3	-4	9	-9	-5.1	-5.4	104	-10
CCC1=NN2C(=N)/C(=C\c3ccc(SCc4ccco4)o3)C(=O)N=C2S1	1	38	30*	0	23	-1.9	-3.1	106	-16
Cc1c(N(C(=O)Nc2ccccc2)C2=NCC(C)S2)c(=O)n(-c2ccccc2)n1C (stereo not drawn)	-9	7	-3	1	2	-3.9	-4.2	104	1
C#Cc1ccc([C@@H]2C=C(C(=O)O)O[C@H](OCCCCO)C2)cc1	-8	5	3	6	9	0.5	-2.0	104	-16
Cc1cccc(C(=O)NCC(=O)OCC(=O)c2cc(C)n(CC3CCCO3)c2C)c1 (stereo not drawn)	-1	-2	-9	-18	-2	0.9	0.1	67	-23
COC(=O)c1ccc(C2CC(=O)Nc3cc(OC)c(OC)cc32)cc1 (stereo not drawn)	17	-1	-1	-9	-1	0.8	-2.1	86	-14
CC(C)(C)C(=O)NCCc1nc2ccccc2n1CC(=O)c1ccccc1	31	4	1	7	-1	-0.8	-2.1	101	-18
CCN(Cc1nc(-c2cccc(C)c2)no1)C(=O)c1ccco1	7	8	-3	2	2	-3.0	-2.4	97	-27
COc1ccc2c(c1)C=C(CN1CCN(C(C)C)C(CCO)C1)CO2 (stereo not drawn)	6	8	2	9	1	-1.0	-0.1	114	3
N/C(=N/O)c1ccccc1N1CCC(Cc2ccccc2)CC1	11	2	-10	-8	-11	-2.2	-4.9	86	0
Cc1cc(C)nc(/N=C(\N)Nc2ccc(F)c([N+](=O)[O-])c2)n1	18	8	-4	3	-10	-7.2	-3.0	104	-6
COc1cccc(OC)c1NC(=O)CN(C)S(=O)(=O)c1ccc2c(c1)OCCO2	8	4	0	9	6	-3.8	-2.6	106	-14
Cc1ncc(CN2CCN(C3CCCC3)C(CCO)C2)s1 (stereo not drawn)	10	15	-3	-10	-4	-4.5	-0.7	89	8
CCC(C)NC(C(=O)Nc1ccc(Cl)c([N+](=O)[O-])c1)c1ccccc1 (stereo not drawn)	22	-18	4	1	0	-2.2	-1.5	108	8
Cc1cc(C)c(NC2=CC(=O)CC(C)(C)C2)c(C#N)c1	5	-17	1	8	-4	1.6	-2.3	100	-7
COc1ccc(NC(=O)CNC(=O)c2cccs2)cc1Cl	4	-3	-6	0	2	-2.5	-1.4	97	0
CCCSc1nc(=O)n2cc(C)ccc2n1	15	3	-4	5	3	-1.9	-2.4	103	4
NC(=O)c1ccc(SCC(=O)NC2CCCCC2)c([N+](=O)[O-])c1	-7	-2	0	-8	-4	1.1	0.3	86	3
CCN(CC)CCNC(=O)c1cc(Nc2ccc(OC)c(OC)c2)nc2ccccc12	13	11	0	13	-46	-1.5	-0.9	120	15
COc1ccc(NC(=O)[C@H](C)NC(=O)C2CCN(S(=O)(=O)c3ccc(C)cc3)CC2)cc1OC	21	-7	2	-9	12	0.1	-1.8	95	-32
CCOC(=O)COc1nc(N(C)C)nc(N(C)C)n1	22	0	-7	5	3	-3.2	-4.8	104	-4

12 entries from above, with two lines to a compound.
Value order: NALP1 yeast inh	SUMO HTRF inh	PfM18AAP inh	MEKK2mut PB1 HTS	NS3 helicase inh	VIM-2 inhibitor	IMP-1 inhibitor	MEKK2wt PB1 HTS	DNA FID counter
- COC(=O)c1ccc(C2CC(=O)Nc3cc(OC)c(OC)cc32)cc1 (stereo not drawn)
  17	-1	-1	-9	-1	0.8	-2.1	86	-14
- CC(C)(C)C(=O)NCCc1nc2ccccc2n1CC(=O)c1ccccc1
  31	4	1	7	-1	-0.8	-2.1	101	-18
- CCN(Cc1nc(-c2cccc(C)c2)no1)C(=O)c1ccco1
  7	8	-3	2	2	-3.0	-2.4	97	-27
- COc1ccc2c(c1)C=C(CN1CCN(C(C)C)C(CCO)C1)CO2 (stereo not drawn)
  6	8	2	9	1	-1.0	-0.1	114	3
- N/C(=N/O)c1ccccc1N1CCC(Cc2ccccc2)CC1
  11	2	-10	-8	-11	-2.2	-4.9	86	0
- Cc1cc(C)nc(/N=C(\N)Nc2ccc(F)c([N+](=O)[O-])c2)n1
  18	8	-4	3	-10	-7.2	-3.0	104	-6
- COc1cccc(OC)c1NC(=O)CN(C)S(=O)(=O)c1ccc2c(c1)OCCO2
  8	4	0	9	6	-3.8	-2.6	106	-14
- Cc1ncc(CN2CCN(C3CCCC3)C(CCO)C2)s1 (stereo not drawn)
  10	15	-3	-10	-4	-4.5	-0.7	89	8
- CCC(C)NC(C(=O)Nc1ccc(Cl)c([N+](=O)[O-])c1)c1ccccc1 (stereo not drawn)
  22	-18	4	1	0	-2.2	-1.5	108	8
- Cc1cc(C)c(NC2=CC(=O)CC(C)(C)C2)c(C#N)c1
  5	-17	1	8	-4	1.6	-2.3	100	-7
- COc1ccc(NC(=O)CNC(=O)c2cccs2)cc1Cl
  4	-3	-6	0	2	-2.5	-1.4	97	0
- CCCSc1nc(=O)n2cc(C)ccc2n1
  15	3	-4	5	3	-1.9	-2.4	103	4

Continuation.
SMILES	NALP1 yeast inh	SUMO HTRF inh	PfM18AAP inh	MEKK2mut PB1 HTS	NS3 helicase inh	VIM-2 inhibitor	IMP-1 inhibitor	MEKK2wt PB1 HTS	DNA FID counter
Cn1c(Cn2c(C(F)(F)F)nc3ccccc32)nc2ccccc21	-6	2	1	24*	-5	-2.6	-1.6	110	2
CNC(=S)Nc1ccc(OC)c(OC)c1	31	-6	-5	-21	5	-1.5	-2.5	3.0*[inhibitor]	4
COc1cc(/C=C2/C(=O)NN(c3ccc(F)cc3)C2=O)cc(Cl)c1O	20	-16	13	0	36*	-5.8	-6.7	101	-10
COc1ccc(CNC(=O)Cc2c(C(=O)O)[nH]c3ccccc23)cc1	11	-19	-12	-17	8	0.5	-0.7	71	-10
COc1ccc(-c2nc(CS(=O)CC(=O)NCc3ccc4c(c3)OCO4)c(C)o2)cc1OC (stereo not drawn)	15	15	-1	0	4	-2.3	-0.5	102	-51
Cn1c(SCC(=O)N(C2CCCCC2)C2CCCCC2)nnc1-c1cccs1	11	5	-6	2	-5	-4.0	-3.0	100	-5

Source: PubChem
